APOBEC3G inh: inhibitors of human APOBEC3G DNA deaminase. inhibition, % at 20 µM. recombinant A3G, ssDNA deamination FAM/TAMRA fluorescence. 330,000 tested, 0.28% active. Q9HC16;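 active = inhibition of at least 40% at 20 µM, with no more than 30% in the related APOBEC3A deaminase screen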;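 also: plate controls were DMSO wells with A3G for no effect and wells lacking A3G enzyme for full effect; some compounds called inactive have numbers as strong as hits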
Target sequence (Q9HC16 whole entry, looked up): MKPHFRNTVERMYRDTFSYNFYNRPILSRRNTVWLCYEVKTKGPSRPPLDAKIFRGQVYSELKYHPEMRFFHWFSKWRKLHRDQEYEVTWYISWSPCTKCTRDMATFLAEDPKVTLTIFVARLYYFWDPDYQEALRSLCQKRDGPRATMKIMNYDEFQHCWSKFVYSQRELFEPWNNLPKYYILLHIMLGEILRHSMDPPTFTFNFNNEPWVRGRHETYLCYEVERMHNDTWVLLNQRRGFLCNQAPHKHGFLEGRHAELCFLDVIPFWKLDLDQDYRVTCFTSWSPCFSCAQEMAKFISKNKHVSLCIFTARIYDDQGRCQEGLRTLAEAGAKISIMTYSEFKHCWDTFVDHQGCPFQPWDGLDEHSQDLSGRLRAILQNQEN
TIM10 inh: inhibits growth of TIM10 yeast strain | S. cerevisiae TIM10 strain growth, BacTiter-Glo luminescence, 24 h | inhibition, % at 10 µM | 330,000 tested, 1.4% active | AID 463195;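 active = inhibition of 40% or more at the single tested concentration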;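 also: wild-type TIM10 isogenic control strain grown at permissive 25 °C; 0% = DMSO yeast wells and 100% = minimal medium wells without yeast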
beta cell repl: inducers of beta-cell replication in MIN6 cells | MIN6 cells proliferation, ATPlite luminescence, 48 h; cells starved in 0.2% serum; 100% = growth in 10% serum | proliferation, % at 10 µM | 330,000 tested, 0.29% active | AID 2380;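 active = compounds whose signal lies at least 3.5 SD above the mean of all wells on their plate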;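 also: 0% = DMSO-treated cells in low-serum medium and 100% = 10% serum control; some compounds called inactive have numbers as strong as hits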
hIAP inh: blocks human intestinal alkaline phosphatase | P09923 | 330,000 tested, 0.12% active | inhibition, % at 10 µM | purified IAP, CDP-Star luminescence, 30 min;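 active = inhibition reaching a set limit with compound at 10 µM in the primary screen, cut at about 35% in these data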;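 also: plate controls were DMSO wells with enzyme for no effect and no-enzyme buffer wells for full effect; values of inactives mirror those of a sister screen read the other way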
mIAP block: mouse IAP inhibition | AID 2806 | 330,000 tested, 0.2% active | purified mouse IAP, CDP-Star luminescence, 30 min | inhibition, % at 10 µM;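 active = inhibition of at least 40% at 10 µM in the primary screen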;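 also: plate controls were DMSO with enzyme for no effect and no enzyme wells for full effect; values of inactives mirror those of a sister screen read the other way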
mIAP act: mouse IAP activation; muIAP, CDP-Star luminescence, 30 min; active compounds read high; 1 = vehicle-only enzyme signal, 0 = enzyme-free wells; activation factor at 10 µM; 330,000 tested, 0.24% active; AID 2805;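 active = activation factor of at least 2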; also: the source names both 10 and 20 µM as test concentration; values of inactives mirror those of a sister screen read the other way
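Assay system: mouse IAP enzyme; Reagent: CDP-Star chemiluminescent phosphatase substrate; Compound: DMSO-dissolved test compounds; Incubation: 30 min, room temperature; Technique: luminescence from enzymatic CDP-Star hydrolysis; Controls: DMSO-only wells and no-enzyme negative control.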
NALP3 yeast inh: NALP3 inhibition in yeast; Yeast reconstituted NLRP3/ASC/caspase-1, beta-gal luminescence, 24 h; inhibition, % at 10 µM; 330,000 tested, 0.39% active; AID 2825;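 active = inhibition of 50% or more; inactive = inhibition below 50%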;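 also: plate controls were induced DMSO wells for no effect and uninduced yeast grown without galactose for full effect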
tim10-1 inh: inhibits growth of tim10-1 mutant yeast; S. cerevisiae tim10-1 ts strain growth, BacTiter-Glo, 24 h; inhibition, % at 20 µM; 330,000 tested, 2.2% active;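 active = inhibition of at least 40%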;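 also: mutant grown at 25 °C; 0% = DMSO wells with yeast and 100% = wells holding no yeast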
A3A deaminase: inhibitors of human APOBEC3A DNA deaminase; P31941; recombinant A3A, FAM/TAMRA ssDNA deamination fluorescence; inhibition, % at 20 µM; 330,000 tested, 0.41% active;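 active = at least 40% inhibition at 20 µM here, with at most 30% in a related deaminase screen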;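 also: plate controls were A3A with DMSO for no effect and wells lacking A3A enzyme for full effect; some results filed as inactive read as strong as hits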
Target sequence (P31941 whole entry, looked up): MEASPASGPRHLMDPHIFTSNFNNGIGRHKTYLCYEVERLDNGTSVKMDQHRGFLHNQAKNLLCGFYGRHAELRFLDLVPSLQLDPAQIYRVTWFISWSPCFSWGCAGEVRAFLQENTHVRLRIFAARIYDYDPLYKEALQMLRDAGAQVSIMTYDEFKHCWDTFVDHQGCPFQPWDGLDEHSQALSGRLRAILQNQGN
* hit, by the source's call; & = joins results of further samples. No enrichment for hits, and some 4.6% of all compounds hit somewhere here.

Results follow in this order: APOBEC3G inh	TIM10 inh	beta cell repl	hIAP inh	mIAP block	mIAP act	NALP3 yeast inh	tim10-1 inh	A3A deaminase
- CCn1c2ccccc2c2nnc(SCC(=O)NCc3cccs3)nc21
  -5	8	1	8	10	0.9	21	16	0
- Cc1nc2c(-c3ccccc3)c(C)nn2c(C)c1CCC(=O)NCc1ccco1
  2	-3	-3	-8	-9	1.1	23	8	1
- Cc1nonc1NC(=O)CSc1cn[nH]n1
  -6	10	1	3	15	0.85	-1	15	-5
- CCOC(=O)c1cc2sccc2n1CC(=O)N1CCCc2ccccc21
  -8	27	-3	-8	6	0.94	22	4	-3
- CCn1c(CNC(=O)c2ccc(OC)cc2)nnc1SCC(=O)c1ccccc1
  -8	6	2	22	-1	1	11	15	-4
- COc1ccc(NS(=O)(=O)c2ccc(Br)cc2)cn1
  1	3	0	-1	-2	1	27	18	1
- CCCOc1ccc(C(=O)NNC(=S)NC(=O)c2ccco2)cc1
  0	-39	-6	-18	8	0.92	26	-7	-4
- COc1ccc(CCNC(=O)CSc2nc3[nH]ncc3c(=O)n2-c2ccc(Cl)cc2Cl)cc1OC
  -5	-12	2	-34	7	0.93	5	7	-2
- Cc1cc(C(=O)COC(=O)c2ccc3c(c2)NC(=O)CS3)c(C)n1CC1CCCO1 (stereo not given)
  -8	27	-4	2	10	0.9	16	29	-3
- COC(=O)c1ccc(NN=Nc2ccc(C)cc2)cc1
  -4	-13	0	11	2	0.98	-2	24	0

Filtered by structure: the entries above with a halogen.
Results follow in this order: APOBEC3G inh	TIM10 inh	beta cell repl	hIAP inh	mIAP block	mIAP act	NALP3 yeast inh	tim10-1 inh	A3A deaminase
- COc1ccc(NS(=O)(=O)c2ccc(Br)cc2)cn1
  1	3	0	-1	-2	1	27	18	1
- COc1ccc(CCNC(=O)CSc2nc3[nH]ncc3c(=O)n2-c2ccc(Cl)cc2Cl)cc1OC
  -5	-12	2	-34	7	0.93	5	7	-2

Following part
Results follow in this order: APOBEC3G inh	TIM10 inh	beta cell repl	hIAP inh	mIAP block	mIAP act	NALP3 yeast inh	tim10-1 inh	A3A deaminase
- CCN(CC)c1ccc(S(=O)(=O)N2CCOCC2)cc1NC(=O)CN1C(=O)NC2(CCC(C)CC2)C1=O (stereo not given)
  -5	1	2	12	-1	1	5	7	6
- CCN1CCN(CCC(=O)Nc2ccccc2C)CC1
  -4	-6	-1	5	5	0.95	6	-4	-5
- Cc1ccc(OCC(=O)NC(C)c2ccccc2)c([N+](=O)[O-])n1 (stereo not given)
  -5	-4	4	7	6	0.94	25	6	0
- CC(C)(C)C1CCC(C(=O)OCC(=O)N2CCOCC2)CC1 (stereo not given)
  -8	-8	-1	3	-2	1	12	0	-4
- CC(=O)Nc1ccc(NC(=O)c2ccccc2C)cc1
  37	-10	-1	4	-4	1	7	-24	-4
- COc1ccc(OC)c(CCNC(=O)CS(=O)(=O)Cc2nc(-c3ccccc3Cl)oc2C)c1
  -5	16	6	-22	3	0.97	20	27	-3
- O=S(=O)(Nc1ccc2c(c1)OCO2)c1ccc(F)c(F)c1
  -6	-5	-6	-4	10	0.9	18	5	-4
- CN(c1ccc(C(=O)N2CCOCC2)cc1)S(C)(=O)=O
  -4	-4	-2	-15	-6	1.1	27	-12	-4
- NC(=O)NO
  -6	5	-3	24	-1	1	2	2	-6
- CC1(C)S/C(=N/N=C/c2cccs2)NC1=O
  -6	5	-1	-3	-8	1.1	1	10	-3
- O=C(NCC1CCCO1)C1CCN(C2CCN(Cc3cccs3)CC2)CC1 (stereo not given)
  -4	-21	-1	2	0	1	9	11	-3
- Cc1ccc(C)c(NC(=O)c2cc(-c3cc(C)c(C)cc3O)n[nH]2)c1
  2	4	3	-92	-30	1.3	0	11	2
- COc1cccc(N2C(=O)CC(N3CCN(CCN=CC4=C(O)CC(C)(C)CC4=O)CC3)C2=O)c1 (stereo not given)
  -3	6	0	-2	8	0.92	28	2	-2
- O=S(=O)(NCCc1ccccc1)c1ccc(Cl)nc1
  -10	-10	-3	-1	-3	1	1	2	-5
- O=C(CN1CCCC1)Nc1sc2c(c1C(=O)Nc1ccccc1)CCCC2
  0	3	-4	-8	-1	1	20	2	18
- Cc1ccccc1OCC(=O)Nc1cccc(S(=O)(=O)NC2=NCCC2)c1
  -7	3	-6	8	1	0.99	4	-11	1
- O=C(Nc1cccc(Cl)c1Cl)c1ccc(-c2ccccc2)cc1
  -2	-5	-4	-25	-8	1.1	28	0	1
- O=C(COC(=O)c1ccccc1NC(=O)c1ccco1)Nc1ncc(Cl)cc1Cl
  -4	15	-1	6	-1	1	0	21	3
- COc1ccc(Nc2nc3cc(C)ccc3cc2C#N)cc1
  -5	14	0	-11	14	0.86	19	11	-8
- O=C(c1cc2ccccc2cc1O)N1CCN(c2cccc(Cl)c2)CC1
  -2	37	-6	-16	2	0.98	5	47*	-5
- CS(=O)(=O)N(CC(=O)N1CCN(Cc2ccccc2)CC1)c1cccc([N+](=O)[O-])c1
  -3	-7	-2	-11	11	0.89	10	4	0
- C(=N\Nc1nncc2ccccc12)/c1ccccc1
  -5	-4	-1	10	4	0.96	13	-26	-2
- Cc1oc(-c2ccccc2Cl)nc1CSCC(=O)N1CCCC1
  -6	27	-1	-14	-4	1	10	26	-3
- CC1CCN(C(=O)CCC(=O)N2CC(C)Oc3ccccc32)CC1 (stereo not given)
  -4	-2	0	11	1	0.99	10	-1	-3
- Cc1ccc(C(=O)NCCCN2CCOCC2)cc1S(=O)(=O)N1CCCCC1
  -9	-15	7	18	3	0.97	15	-14	-4
- O=C(NC1CCCCCCC1)C1c2ccccc2C(=O)N1Cc1ccco1 (stereo not given)
  -6	-1	4	-5	-12	1.1	-2	26	-3
- O=C1N=C(N2CCc3ccccc3C2)S/C1=C\c1cccc(O)c1
  -5	28	0	7	1	0.99	12	23	2
- COc1ccc(CN(C(=O)CSc2nnc(-c3ccc(OC)c(OC)c3)o2)c2ccc(F)cc2)cc1
  -1	41*	-1	15	1	0.99	5	27	-4
- O=C(C1CCCC1)N1CCN(S(=O)(=O)c2ccc(F)c(F)c2F)CC1
  -8	-17	-7	-8	-4	1	38	5	0
- CCOC(=O)C(C(=O)OCC)C(C#N)c1ccccc1 (stereo not given)
  -4	11	-2	-2	-2	1	-1	21	-1
- Cc1cc(C)cc(OCC(=O)NNC(=O)c2ccccn2)c1
  -6	4	-5	-82	18	0.82	14	11	-3
- COc1ccccc1C(=O)Nc1ccc2c(c1)OCCO2
  -4	10	-3	-35	-1	1	38	12	-6
- COc1ccc([C@H]2/C=C\CN(S(C)(=O)=O)[C@@H](C)C(=O)N2Cc2ccc(F)cc2)cc1
  -6	5	-2	3	1	0.99	5	2	7
- COc1ccc(-c2csc3ncnc(Oc4ccc5c(C)cc(=O)oc5c4)c23)cc1
  -4	20	-2	11	7	0.93	18	28	-1
- COc1ccc(C2=NN(C(=O)CCC(=O)O)C(c3ccc(F)cc3)C2)cc1 (stereo not given)
  -7	8	0	-16	-8	1.1	21	-6	-3
- CC1(C(=O)N2CCN(C(=O)c3ccco3)CC2)CC1(Br)Br (stereo not given)
  7	-2	1	18	-4	1	26	10	-5
- CC(=O)Nc1c(C(=O)Nc2ccc3c(c2)OCO3)oc2ccccc12
  -2	13	-1	8	3	0.97	14	22	-4
- CCN(CC)CCNC(=O)c1cn(CC)c2cc(N3CCN(C(=O)c4ccco4)CC3)c(F)cc2c1=O
  0	9	2	26	-5	1	17	-5	3
- Cc1cccc2cc(CN(Cc3ccc(F)cc3)Cc3nnnn3C3CCCC3)c(=O)[nH]c12
  3	0	1	-8	5	0.95	6	18	4
- O=C(/C=C/c1cccc([N+](=O)[O-])c1)NCCSCc1c(Cl)cccc1Cl
  -1	11	0	8	11	0.89	33	27	0
- Cc1coc2c1c(C)cc1oc(=O)c(CC(=O)N[C@H](C(=O)O)C(C)C)c(C)c12
  -7	2	-2	-6	7	0.93	17	9	-3
- Cc1ccc(C)c(S(=O)(=O)N2CCN(C(=O)c3ccc(OCc4c(C)noc4C)cc3)CC2)c1
  -4	11	-4	-2	-1	1	19	18	0
- O=S(=O)(Nc1ccc(-c2nc3cccnc3s2)cc1)c1cc(F)ccc1F
  -6	7	-1	-8	-15	1.1	29	24	-13
- CN1CCc2c(c3ccccc3n2C)C1
  -4	-2	-3	8	1	0.99	11	-2	-1
- CN[C@H]1CC[C@@H](c2ccc(Cl)c(Cl)c2)c2ccccc21
  -6&-5	25	-8	-17	-4	1.1	31	29	2&-6
- COc1ccccc1NC(=O)CCC(=O)OCc1ccc(Br)cc1
  -5	-18	-3	-5	4	0.96	9	21	-2
- O=C(Nc1nnc(Cc2ccccc2)s1)c1cccs1
  2	0	-1	-2	-4	1	10	3	2
- COc1ccc(C2=NN(C(=O)CCC(=O)O)C(c3ccccc3F)C2)cc1 (stereo not given)
  -5	-3	-1	14	0	1	13	8	-3
- C[C@@H]1COC(=O)[C@@H](Cc2ccc(F)cc2)CC/C=C\C[C@@H](CC(=O)NCCO)C(=O)N1
  -5	4	-1	10	1	0.99	4	8	-1
- CC(C)(C)c1ccc(Oc2cccc(C3CC(=O)C(C4NCCc5ccccc54)C(=O)C3n3cncn3)c2)cc1 (stereo not given)
  -5	22	0	-20	5	0.95	-11	7	-4

Following part.
Results follow in this order: APOBEC3G inh	TIM10 inh	beta cell repl	hIAP inh	mIAP block	mIAP act	NALP3 yeast inh	tim10-1 inh	A3A deaminase
- Cc1ccc(C2C3CSCC=C3C(C#N)=C(N)C2(C#N)C#N)cc1 (stereo not given)
  -5	38	-5	11	20	0.8	5	30	-4
- CCOc1ccccc1C1c2[nH]c3ccccc3c2C[C@H]2C(=O)N(C3CCN(Cc4ccccc4)CC3)CC(=O)N12 (stereo not given in full)
  -6	-14	-7	-9	-2	1	14	20	-3
- O=C(COC(=O)c1cncc(Br)c1)NC1CCCC1
  -6	-7	0	2	2	0.98	2	12	3
- CC(NC(=O)COC(=O)c1cn(-c2ccccc2)nc1-c1cccs1)c1ccccc1 (stereo not given)
  -2	36	-4	-10	-9	1.1	11	40	3
- Cc1ccc(NC(=O)COC(=O)C2CC2)c(Br)c1
  0	-12	0	3	3	0.97	17	-18	1
- CCOC(=O)C1=C(C)Nc2ncnn2C1c1cccs1 (stereo not given)
  -2	-13	-3	-35	1	0.99	9	15	-1
- O=C1c2cccnc2C(Nc2cccc(F)c2)N1Cc1ccco1 (stereo not given)
  -4	18	-1	-6	3	0.97	7	18	-2
- Cc1ccc(-c2cc(C(=O)N3CCN(C(=O)c4ccco4)CC3)no2)cc1
  -4	9	-2	10	2	0.98	16	22	0
- Nc1cc(C(=O)OCC(=O)NCCC2=CCCCC2)ccc1Cl
  -1	-1	-1	8	6	0.94	11	-5	0
- O=C(COc1ccc(Cl)cc1)NCCNC(=O)c1cnccn1
  -2	-5	1	8	-3	1	-5	-11	-2
- Cc1ccc(NC(=O)COC(=O)CN2C(=O)NC3(CCCC3)C2=O)cc1Cl
  -7	-10	-1	-2	-10	1.1	6	-7	0
- Cc1nc(N2CCC(C)CC2)c2c(C)c(C(=O)Nc3cccc(C(F)(F)F)c3)sc2n1
  -6	27	-6	-18	-1	1	1	34	0
- Cc1ccc(S(=O)(=O)N2CCOCC2)cc1C(=O)NC(=S)N1CC(C)CC(C)C1 (stereo not given)
  -4	-6	-3	-16	7	0.93	6	7	0
- COc1ccc(NC(=O)NC2(C(=O)N3CCCC3)CCCCC2)cc1
  -5	0	-1	16	-1	1	5	3	-1
